# 697 NFkB inh – inhibitors of PMA/ionomycin-induced NF-kB reporter, 697 cells, primary screen, B-cell NF-kB inhibitor project, cell-based, luminescence, uHTS; 697 B-cell NF-kB luciferase reporter, 16 h; inhibition, % at 4 µM; AID 435022, 2010; 0.33% of 330,000 active; in the data active = inhibition above about 35%
# Jurkat NFkB inh – inhibitors of induced NF-kB luciferase reporter, primary screen, TCR NF-kB activation inhibitor project, cell-based, luminescence, uHTS | Jurkat, PMA/ionomycin-induced NF-kB luciferase reporter | inhibition, % at 4 µM | 0.53% of 330,000 active; in the data active = inhibition above about 50%
# EBI2 block – EBI2 receptor antagonists, beta-arrestin recruitment, primary screen, cell-based, luminescence, 7a,25-OHC stimulation, uHTS; G-protein coupled receptor 183 (Homo sapiens), P32249; 7a,25-OHC stimulated; inhibition, % at 5 µM; 0.81% of 360,000 active; AID 651636, 2012; in the data active = inhibition above about 38%;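 also: enzyme fragment complementation signal reports receptor beta-arrestin coupling in cells; 0% = agonist plus DMSO wells and 100% = wells without agonist; some results beyond the cut were filed as inactive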
# CXCR6 block – CXCR6 receptor inhibitors, primary screen, cell-based, beta-arrestin, luminescence, CHO-K1 PathHunter, 1536-well; C-X-C chemokine receptor type 6 (Homo sapiens), O00574; inhibition, % at 20 µM; 0.36% of 360,000 active; AID 602244, 2012; in the data active = inhibition above about 34%, passing the limit was not always enough;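 also: antagonist mode with CXCL16 agonist at 10 nM final; 0% = 10 nM CXCL16 with DMSO and 100% = unstimulated wells without agonist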
# Target sequence (O00574 whole entry, looked up): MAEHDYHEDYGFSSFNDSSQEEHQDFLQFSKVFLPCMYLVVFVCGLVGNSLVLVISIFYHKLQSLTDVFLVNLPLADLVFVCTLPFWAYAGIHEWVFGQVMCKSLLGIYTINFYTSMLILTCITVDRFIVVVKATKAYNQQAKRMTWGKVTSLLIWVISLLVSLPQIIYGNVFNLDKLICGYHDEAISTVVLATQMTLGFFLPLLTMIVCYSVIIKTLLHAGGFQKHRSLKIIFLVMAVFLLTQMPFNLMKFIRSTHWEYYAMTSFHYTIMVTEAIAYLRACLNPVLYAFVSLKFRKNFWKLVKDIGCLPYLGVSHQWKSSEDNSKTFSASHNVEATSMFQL
# APJ antag – antagonists of human apelin receptor APJ, primary screen, CHO-K1 cells, beta-arrestin complementation, luminescence; P35414; inhibition, % at 20 µM; 0.32% of 330,000 active;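 active = inhibition above about 40% at 20 µM, limit read from the data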;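 also: cells challenged with 10 nM apelin-13 agonist together with compound; plate controls were apelin-13 plus DMSO wells for no effect and DMSO wells lacking apelin-13 for full effect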
# Target sequence (P35414 whole entry, looked up): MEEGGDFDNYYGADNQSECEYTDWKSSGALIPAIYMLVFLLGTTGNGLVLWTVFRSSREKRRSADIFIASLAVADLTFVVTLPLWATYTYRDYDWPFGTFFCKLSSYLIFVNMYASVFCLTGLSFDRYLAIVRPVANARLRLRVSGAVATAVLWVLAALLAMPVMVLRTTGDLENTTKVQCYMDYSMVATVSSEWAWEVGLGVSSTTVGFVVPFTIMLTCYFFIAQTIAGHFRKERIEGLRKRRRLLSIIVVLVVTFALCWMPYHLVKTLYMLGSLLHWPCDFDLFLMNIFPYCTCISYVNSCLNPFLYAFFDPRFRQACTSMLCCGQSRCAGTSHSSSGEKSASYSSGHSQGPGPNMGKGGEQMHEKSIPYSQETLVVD
# Gli-Sufu block – Gli-Sufu pathway antagonists, primary screen, luciferase luminescence, Sufu-KO-LIGHT cells, uHTS; Sufu-KO-LIGHT fibroblasts, Gli luciferase reporter luminescence; inhibition, % at 5 µM; 0.74% of 340,000 active;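 active = inhibition above about 55%, limit read from the data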;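 also: 0% = DMSO-treated cells and 100% = wells with medium but no cells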
# CCR6 antag – CCR6 receptor antagonists, primary screen, cell-based, CHO-K1, luminescence, beta-arrestin, uHTS; CHO-K1 CCR6 PathHunter beta-arrestin, CCL20-stimulated; inhibition, % at 20 µM; C-C chemokine receptor type 6 (Homo sapiens), P51684; 0.49% of 340,000 active;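 active = compounds whose inhibition of the agonist-driven luminescence signal at 20 µM reaches about 50%, limit read from the data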;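 also: cells stimulated with CCL20 at 14 nM final; plate controls were DMSO with CCL20 for no effect and DMSO without agonist for full effect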
# UBC13 polyUb – UBC13 polyubiquitin chain formation inhibitors, primary screen, biochemical, TR-FRET, uHTS. AID 485273, 2010. inhibition, % at 20 µM. 0.47% of 330,000 active. Ubiquitin-conjugating enzyme E2 N (Homo sapiens), P61088; in the data active = inhibition above about 45%, passing the limit was not always enough
# Target sequence (P61088 whole entry, looked up): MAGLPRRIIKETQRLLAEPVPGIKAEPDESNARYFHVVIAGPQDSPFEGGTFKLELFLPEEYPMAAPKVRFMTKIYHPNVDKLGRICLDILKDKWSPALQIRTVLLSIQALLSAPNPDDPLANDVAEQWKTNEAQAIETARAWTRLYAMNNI
# Active calls of the source: *; nt = not tested or not shown.
Structure,697 NFkB inh,Jurkat NFkB inh,EBI2 block,CXCR6 block,APJ antag,Gli-Sufu block,CCR6 antag,UBC13 polyUb
O=C(O)CCC(=O)N1CCN(c2cccc(Cl)c2)CC1,9,13,-9,4,-6,3,0,5
CCOc1ccc(CC(C(=O)NN)C(=O)NN)cc1CN(C)C,6,-13,-9,0,8,-1,0,5
COc1ccc2nc(N3C(=O)CC(C(C)c4ccccc4)C3=O)sc2c1 (stereo unspecified),19,3,5,9,-12,-1,15,-3
CC(C)CN(CC(C)C)c1ccc(/C=N/n2cnnc2)cc1[N+](=O)[O-],-11,9,-1,8,6,1,14,-12
C=CCn1c(SC(C)C(=O)Nc2ccc(Cl)cn2)nnc1C1CC1 (stereo unspecified),-14,-2,0,1,6,6,-7,-6
O=C(c1ccc(Br)o1)N1CCCc2ccccc21,-12,2,-3,-6,3,-8,21,1
Cc1ccc2nc(SC(C(=O)Nc3ccc(F)cc3)c3ccccc3)[nH]c2c1 (stereo unspecified),5,-3,9,-1,-1,6,10,-1
CCOc1ccc(CCNC(=O)C(O)c2ccccc2)cc1 (stereo unspecified),5,2,0,4,14,-4,-2,3

# The list goes on (3 carried over from the part before).
Structure,697 NFkB inh,Jurkat NFkB inh,EBI2 block,CXCR6 block,APJ antag,Gli-Sufu block,CCR6 antag,UBC13 polyUb
O=C(c1ccc(Br)o1)N1CCCc2ccccc21,-12,2,-3,-6,3,-8,21,1
Cc1ccc2nc(SC(C(=O)Nc3ccc(F)cc3)c3ccccc3)[nH]c2c1 (stereo unspecified),5,-3,9,-1,-1,6,10,-1
CCOc1ccc(CCNC(=O)C(O)c2ccccc2)cc1 (stereo unspecified),5,2,0,4,14,-4,-2,3
COc1ccc(C(=O)NNC(=O)c2ccc(S(=O)(=O)N3CC(C)OC(C)C3)cc2)cc1 (stereo unspecified),-16,-23,-6,-7,-5,-8,2,-20
CC(=O)Nc1ccc(S(=O)(=O)Nc2ccc3c(c2)OCCO3)cc1Cl,-20,-3,8,-2,-11,17,4,-2
COc1ccc(Cl)cc1C(=O)NCc1ccc2c(c1)OCO2,-18,5,11,3,-1,-9,8,4
O=C(O)CCNC(=O)c1ccc(NC(=O)Cc2ccc(Cl)cc2)cc1,13,7,-6,5,-6,2,-2,3
CNc1oc(-c2ccccc2F)nc1S(=O)(=O)c1ccc(C)cc1,-24,7,-2,-8,15,3,11,-4
COc1cc(CC(=O)Nc2cccc(C(F)(F)F)c2)cc(OC)c1OC,-15,14,-3,-8,10,-5,1,7
Cn1nccc1C(=O)N1CCCC(C(=O)c2ccc(C(F)(F)F)cc2)C1 (stereo unspecified),-3,-13,15,3,3,4,5,1
Cc1cc(NS(=O)(=O)c2c(C)[nH]c(=O)[nH]c2=O)ccc1Br,3,12,-6,-4,-3,5,0,-4
O=c1[nH]c(CCC2CCCC2)nc2ccccc12,15,11,-1,1,11,-3,12,12
Cc1ccc(C(=O)N(Cc2nnc(-c3ccc(Cl)cc3)o2)C2CC2)o1,-7,0,5,10,10,-4,21,4
Cc1nc2nc(Cc3ccccc3)[nH]n2c(=O)c1Cc1ccccc1,13,-9,12,2,-31,5,15,-8
COc1ccc(C(=O)NNC(=S)NC(=O)C(C)(C)C)cc1,-22,-10,5,36,28,0,62*,7
O=C(NNC(=S)NCc1ccco1)c1ccc(S(=O)(=O)N2CCOCC2)cc1,-4,-8,6,9,10,5,12,0
Cc1ccc(-n2c(SCc3nc4ccccc4[nH]3)nnc2-c2ccncc2)cc1,-10,-7,10,-16,1,1,3,-11
COc1ccc(NC(=O)CN2C(=O)CSC(C)C2=O)cc1 (stereo unspecified),3,5,-6,0,-6,-3,2,-4
c1ccc(OCCCc2nc(-c3ccccn3)no2)cc1,-20,-28,-6,-2,5,4,-6,9
C1CN(c2nc3nonc3nc2N2C[C@H]3CC[C@H]2C3)CCS1,16,0,2,2,-34,2,2,-4
CCOC(=O)c1cc2c(=O)n3ccccc3nc2n(Cc2ccco2)c1=NC(=O)c1ccc(OC)cc1,22,3,-1,12,14,5,6,10
CC1=CC(C)C(/C=N/N=C(N)N)C(C)C1 (stereo unspecified),4,5,-6,-5,-4,7,5,10
COc1ccccc1NS(=O)(=O)c1cccc(C(=O)NNC(=O)c2ccc(Cl)nc2)c1,-2,1,-1,-4,8,1,9,45*
Cc1cc(C)n(C(=O)c2cc3sccc3[nH]2)n1,-5,1,21,-6,3,-13,13,-9
Cc1ccc(-c2csc3ncnc(SCC(=O)O)c23)cc1,22,-5,-3,4,8,2,3,5
NC[C@H](Cc1ccccc1)NCCCCC1CCCCC1,-5,6,-9,-5,8,-6,0,36
COc1ccccc1/C=N/NC(=O)C(NC(=O)c1ccccc1)=C(C)C,-2,-2,-9,-2,11,-5,4,-13
COc1ccc(NC(=O)c2cc(-c3ccccc3O)n[nH]2)cc1Cl,-34,-32,12,-2,8,-5,2,-9
CCOc1ccc(CCNC(=O)COC(=O)Cc2c[nH]c3ccccc23)cc1OCC,9,-2,-4,0,-1,-8,6,8
COc1cc(NS(=O)(=O)c2ccc(NC(=O)c3ccc(Cl)cc3Cl)cc2)ncn1,15,1,0,-7,-11,-5,1,2
CCNC(=S)N1CCN(CCN=CC2=C(O)CC(c3ccco3)CC2=O)CC1 (stereo unspecified),12,-21,0,-3,-5,2,-4,-1
CC(=O)C1=C(C)N(Cc2ccccc2)C(=O)N[C@@H]1c1cccc(C(F)(F)F)c1,3,2,-1,4,10,-3,4,-4
Cc1cccc(NC2(C(F)(F)F)N=C3SCCN3C2=O)n1 (stereo unspecified),7,2,-15,9,15,4,-2,-6
COc1ccc(N(Cc2ccccc2)S(=O)(=O)c2cccc(C(=O)NCC3CCCO3)c2)cc1 (stereo unspecified),-16,-2,7,3,2,-6,18,4
O=CN(Cc1ccccc1)c1cc([N+](=O)[O-])ccc1OCc1ccccc1,nt,nt,3,11,nt,-6,31,nt
Cn1c(=O)[nH]c(=O)c2c1nc(NCc1ccccc1)n2Cc1ccc(F)cc1,7,-10,5,13,-23,3,10,-6
CC(C)OC(=O)CSc1nnc2c(n1)[nH]c1ccc(F)cc12,14,2,5,-5,-19,-5,24,-4
O=C(N1CCOCC1)N1CCN(S(=O)(=O)c2ccc(F)cc2)CC1,-8,-4,5,4,12,2,10,-3
CN(C)Cc1c(O)ccc2[nH]cnc12,16,-9,5,3,0,6,2,1
CCSc1ncnc2c1sc1nc3c(cc12)COC(C)(C)C3,-91,-140,15,-10,-7,-71,-1,12
O=C(NNC(=S)NC1CC2C=CC1C2)c1ccncc1 (stereo unspecified),-2,-3,-2,10,9,7,14,1
O=C(c1cccs1)N1CCN(S(=O)(=O)c2cccs2)CC1,9,5,-11,1,-1,-18,1,1
O=C(O)CN(c1ccccn1)S(=O)(=O)c1ccc(Cl)cc1,10,-8,-1,-11,-8,-29,-8,12
NC1=NC(=O)/C(=C/c2cccc(F)c2)S1,-2,4,6,5,-9,1,6,-9
COc1ccc(CC(=O)Nc2cc(S(=O)(=O)N3CCOCC3)ccc2N2CCOCC2)cc1OC,nt,nt,-1,-4,nt,-23,2,nt
Cc1ccc(CN2CCNC(=O)C2CC(=O)NCCCn2ncc3ccccc32)o1 (stereo unspecified),nt,nt,0,-10,nt,12,-6,nt
CN1C(=O)CC(N2CCN(Cc3ccc(Cl)cc3)CC2)C1=O (stereo unspecified),-13,4,-10,-6,6,1,21,-10
NS(=O)(=O)c1ccc(Sc2ccccn2)c([N+](=O)[O-])c1,15,6,-3,3,-10,-15,7,3
CS(=O)(=O)N(CC(=O)N1CCN(c2ccccc2F)CC1)C1CCCCC1,2,-3,-6,-3,16,13,6,0
O=C(Nc1ccccc1N1CCOCC1)c1ccc2ccccc2c1,-20,-21,2,-2,12,18,9,-3
O=c1c2ccccc2[nH]c(=S)n1CCCN1CCOCC1,10,1,-3,-4,7,7,3,8
c1ccc2[nH]c(NCc3ccc4c(c3)OCO4)nc2c1,-12,-23,1,-16,-13,-10,3,7
COc1ccc(C2C(C(=O)NCCN(C)C)c3cc(OC)c(OC)cc3C(=O)N2C)cc1OC (stereo unspecified),-15,11,-7,1,4,7,-5,-5
O=C(NCCO)c1ccc2c3n(nc2c1)-c1ccc(Cl)cc1CO3,-64,8,-4,3,2,-24,8,-15
COC(=O)c1ccc(CSc2ncnc3c2nnn3-c2ccc(F)cc2)o1,20,-6,-1,20,-13,6,17,3
CCOc1cc2[nH]c(=O)n(CCC(=O)NCc3ccc(OC)cc3)c(=O)c2cc1OCC,23,11,-2,-6,15,-4,-1,11
CCOC(=O)Nc1ccc2c(CN3CCN(S(=O)(=O)c4ccccc4F)CC3)cc(=O)oc2c1,0,-32,-8,3,13,12,3,-2
O=C(c1ccccc1F)N1CCN(c2ccc([N+](=O)[O-])c(NCc3cccnc3)c2)CC1,15,4,-1,10,-1,-4,9,-15
Cc1ccc(S(=O)(=O)N2[C@@H](c3ccccc3)C(C(=O)O)=CC[C@H]2c2ccc3c(c2)OCO3)cc1,0,3,-6,1,-2,7,8,-7

# Further results follow:
Structure,697 NFkB inh,Jurkat NFkB inh,EBI2 block,CXCR6 block,APJ antag,Gli-Sufu block,CCR6 antag,UBC13 polyUb
COc1cc(/C=C(\CC(=O)O)c2nc3ccccc3s2)ccc1OCC(=O)Nc1ccccc1F,nt,nt,-11,8,nt,-5,9,nt
CC1CCc2sc(C(=O)OCC(=O)NCc3ccc(F)cc3)cc2C1 (stereo unspecified),-11,-9,1,-2,-11,-3,10,-8
COc1ccc(CCNC(=O)CSc2nc3[nH]ncc3c(=O)n2-c2ccccc2Br)cc1OC,-13,7,-2,-3,-2,-7,8,-9
C=CCOC(=O)C1=C(C)N=C2SCCC(=O)N2C1/C=C/c1ccccc1OC (stereo unspecified),13,22,8,11,-3,2,1,-4
NCCCC[C@@H](C(=O)N1CCNCC1)n1cc([C@@H](N)CC(N)=O)nn1,10,9,-18,-19,-8,0,6,0
CC(C)CC1NC(=O)N(CC(=O)N(C)C2CCCCC2)C1=O (stereo unspecified),-10,-3,3,2,12,3,5,-6
CCCCn1c(N)c(N(CCC(C)C)C(=O)c2ccc3ccccc3c2)c(=O)[nH]c1=O,12,2,3,-2,-8,3,10,-6
CCOC(=O)c1cnn(-c2ccccc2)c1-n1cccc1C(=O)C(=O)N(CC)CC,0,2,-23,-4,7,7,11,6
COc1ccc(CN2CN(S(=O)(=O)c3ccccc3)c3nc4ccccc4nc32)cc1,-40,-15,-6,-2,-3,-14,6,6
Cc1ccc(Sc2ccc(C(=O)NC(C)C)cc2[N+](=O)[O-])cc1,-6,4,-4,4,18,-30,-20,2
O=C(Nc1ccc(C2=NCCN2)cc1)c1ccc(Cl)c(C(=O)Nc2ccc(C3=NCCN3)cc2)c1,-25,-17,nt,nt,-10,nt,nt,106*
Cc1ccc(C(=O)N2CCCC(Nc3ccc(C)c(C)c3)C2)c(=O)[nH]1 (stereo unspecified),-36,5,-5,-1,-30,-11,-15,-5
CC(C)Cc1ccc(/C(=N/O)C(=O)O)s1,1,-2,-6,6,7,23,9,-10
COC(=O)c1ccc2nc(NC(=O)COC(=O)CSc3nc(C)cc(C)n3)sc2c1,-9,-18,1,10,-8,-21,6,5
C=CCNC(=O)COc1cc(C)ccc1C,15,-3,-6,-11,2,-6,-2,1
Cc1ccc(NCC(=O)NNC2=NCCC2)c(C)c1,-22,8,-3,3,2,-1,8,-9
